FEN1 inhibitor = qHTS Assay for the Inhibitors of Human Flap endonuclease 1 (FEN1); 390,000 tested, 0.35% active; AID 588795, 2011; Potency, µM (doses to about 114 µM), inactives show top-dose activity change, negative = inhibition, hits mostly inhibitors; Recombinant FEN1 flap cleavage, fluorescence, 15 min; note: nearly all actives have a fitted effect of over 65% in size
Target sequence (P39748 whole entry, looked up): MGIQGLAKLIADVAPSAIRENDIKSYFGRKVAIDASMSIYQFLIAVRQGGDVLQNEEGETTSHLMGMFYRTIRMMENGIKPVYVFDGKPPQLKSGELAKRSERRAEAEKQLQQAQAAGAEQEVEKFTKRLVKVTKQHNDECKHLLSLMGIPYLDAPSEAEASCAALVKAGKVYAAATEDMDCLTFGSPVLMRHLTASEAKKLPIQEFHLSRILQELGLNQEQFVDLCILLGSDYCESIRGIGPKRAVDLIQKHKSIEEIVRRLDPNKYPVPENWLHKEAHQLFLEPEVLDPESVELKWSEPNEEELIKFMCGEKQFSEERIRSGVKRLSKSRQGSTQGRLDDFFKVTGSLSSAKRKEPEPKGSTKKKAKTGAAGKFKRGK
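Quantitative HTS format: each compound was titrated, incubated with 10 nM nuclease for 15 min at room temperature, then challenged with flap substrate at 50 nM final. Signal change over 15 min gave concentration–effect curves.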
N370S GC = qHTS Assay for Inhibitors and Activators of N370S glucocerebrosidase as a Potential Chaperone Treatment of Gaucher Disease; N370S GC spleen homogenate, 4MU-glucoside fluorescence; Potency, µM (doses to about 59.4 µM), for inactives: at the highest dose activity change, negative = inhibition, usual class: inhibitors; 330,000 tested, 0.092% active; Lysosomal acid glucosylceramidase (Homo sapiens), P04062;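 note: 0% = full enzyme activity and -100% = no enzyme basal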
TDP1 inh = qHTS Assay for Inhibitors of Tyrosyl-DNA Phosphodiesterase (TDP1) | recombinant TDP1, AlphaScreen DNA substrate cleavage | Potency, µM (titrated, usually from 130 µM), without a hit: at the highest dose activity change, negative = inhibition, actives largely listed as inhibitors | 350,000 tested, 0.28% active; note: nearly all actives have a fitted effect of over 40% in size
Target sequence (Q9NUW8 whole entry, looked up): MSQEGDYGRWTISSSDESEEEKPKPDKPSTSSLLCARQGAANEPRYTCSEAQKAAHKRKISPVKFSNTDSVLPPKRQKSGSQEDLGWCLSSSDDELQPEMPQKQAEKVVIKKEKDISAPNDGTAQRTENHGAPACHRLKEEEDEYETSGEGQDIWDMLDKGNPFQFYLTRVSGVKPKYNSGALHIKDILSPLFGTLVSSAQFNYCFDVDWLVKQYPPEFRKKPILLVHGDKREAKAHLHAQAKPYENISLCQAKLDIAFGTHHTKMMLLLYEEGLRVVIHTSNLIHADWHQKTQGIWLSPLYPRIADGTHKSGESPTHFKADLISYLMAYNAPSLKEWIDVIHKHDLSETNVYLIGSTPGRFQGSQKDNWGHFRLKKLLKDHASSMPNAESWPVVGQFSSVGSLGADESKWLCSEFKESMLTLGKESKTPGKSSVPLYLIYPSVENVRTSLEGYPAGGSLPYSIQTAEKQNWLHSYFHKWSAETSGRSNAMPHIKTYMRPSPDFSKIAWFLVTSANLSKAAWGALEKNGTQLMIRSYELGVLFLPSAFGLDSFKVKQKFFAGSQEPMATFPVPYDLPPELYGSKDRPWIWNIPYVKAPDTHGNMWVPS
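Recombinant human Tdp1 (E. coli-expressed, 1 nM final) preincubated with compounds 15 min at room temperature, then 5'-biotin/3'-phosphotyrosine-FITC DNA substrate (15 nM final) added for 5 min. AlphaScreen beads (10 ug/ml final) added 10 min; cleavage lowers signal.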
* hit, by the source's call; ? = inconclusive; / = no result given; & = joins results of further samples; [ ] = dose if it differs, or a comment. Calls come from the whole dose curve; as a rule, active = well fitted curve in the direction sought with a large enough effect; inconclusive = small, poorly fitted or top-dose-only effect, or another doubt; inactive = no such curve, though single readings can be large; an effect the other way counts as inactive or inconclusive. Unless noted, % is set by controls: 0 for no effect and ±100 for the full control effect; potency is the fitted concentration of half-maximal effect.

SMILES	FEN1 inhibitor	N370S GC	TDP1 inh
CCOC(=O)Cc1csc(SCC(=O)N(CC(C)C)c2c(N)n(Cc3ccccc3)c(=O)[nH]c2=O)n1	-2%	-8%	/
COc1ccc(C(=O)c2c(C)oc3ccc(O)c(CN4CCOCC4)c23)cc1	-25%	20%	11%
O=C(O)c1ccc(N=NN2CCOCC2)cc1	-7%	-6%	2%
CCCn1c(=O)[nH]c(=O)c2c1nc(-c1cccs1)n2CCOC	8%	-16%	0%
Cc1occc1C(=O)N1CCN(c2ncccn2)CC1	0%	2%	5%
COc1ccc(C)cc1NC(=O)CSc1nnc(-c2ccco2)n1Cc1ccco1	-2%	2%	2%
CC(=O)N1CCc2cc(S(=O)(=O)C(C)CC(=O)NCc3ccc(C)o3)ccc21 (stereo not given)	1%	0%	8%
N#C/C(=C/c1ccc(F)cc1)C(N)=S	-1%	16%	10%
Cc1ccc(-c2cn3c(n2)sc2cc(C(=O)NCCC4=CCCCC4)ccc23)cc1	-8%	/	-4%
C/C(=N\NC(=O)c1ccccn1)c1ccc(C(=O)O)s1	/	4%	0%
COc1cccc(NC(=O)CNS(=O)(=O)c2ccc(Cl)cc2)c1	-12%	-11%	0%
Cc1cc(C(=O)NC2CCCc3ccccc32)no1 (stereo not given)	-19%	-5%	0%

4 of the compounds above, field by field.
O=C(O)c1ccc(N=NN2CCOCC2)cc1
  FEN1 inhibitor: -7%; N370S GC: -6%; TDP1 inh: 2%

CCCn1c(=O)[nH]c(=O)c2c1nc(-c1cccs1)n2CCOC
  FEN1 inhibitor: 8%; N370S GC: -16%; TDP1 inh: 0%

Cc1occc1C(=O)N1CCN(c2ncccn2)CC1
  FEN1 inhibitor: 0%; N370S GC: 2%; TDP1 inh: 5%

COc1ccc(C)cc1NC(=O)CSc1nnc(-c2ccco2)n1Cc1ccco1
  FEN1 inhibitor: -2%; N370S GC: 2%; TDP1 inh: 2%

(cont.)
SMILES	FEN1 inhibitor	N370S GC	TDP1 inh
Cc1nnc(SCC(=O)Nc2ccc3[nH]c(=O)[nH]c3c2)s1	-5%	-1%	0%
CC(=O)Nc1cccc(NC(=O)C2CCCN2C(=O)Nc2ccccc2C)c1 (stereo not given)	-9%	0%	2%
O=C(CCCn1c(=S)[nH]c2ccsc2c1=O)Nc1ccc2c(c1)OCO2	-8%	11%	8%
Cc1cccc(C)c1OCC(O)CN1CCC(CN2C(=O)c3cccc4cccc(c34)C2=O)CC1 (stereo not given)	?	-2%	1%
CCN(Cc1cc2ccccc2[nH]c1=O)C(=O)c1cccnc1	-5%	-14%	5%
COc1cc(OC)cc(C(=O)Nn2c(C)nc3ccccc3c2=O)c1	-3%	-1%	2%
C=CCc1ccccc1OCC(O)CN1CCN(CCO)CC1 (stereo not given)	15%	5%	/
O=C(CSc1nc2cc(C(=O)NC3CCCC3)ccc2c(=O)n1CC1CCCO1)c1cccc(Cl)c1 (stereo not given)	5%	/	0%
O=c1c(-c2cc(-c3ccc(Cl)cc3)nc3c2COc2ccccc2-3)coc2ccccc12	11%	/	6%
CCNc1cc(N2CCN(S(=O)(=O)c3ccc4c(c3)CCCC4)CC2)ccc1[N+](=O)[O-]	2%	8%	3%
CSC1=NCCN1C(=O)COc1ccc2ccccc2c1	0%	3%	5%
COc1ccc(NS(=O)(=O)c2ccc3[nH]c4c(c3c2)CCCC4)c(OC)c1	-22%	/	7%

Continuation.
SMILES	FEN1 inhibitor	N370S GC	TDP1 inh
CC1(C)C2CCC1(C)C(OC(=O)CC(=O)O)C2 (stereo not given)	-5%	0%	1%
Cc1[nH]c(=O)[nH]c(=O)c1S(=O)(=O)Nc1cccc(C(F)(F)F)c1	-16%	-29%	/
Cn1c2ccccc2c(=O)c2c(=O)n(C3CCCCC3)c(-c3ccco3)nc21	-5%	?	3%
CCc1cccc(CC)c1NC(=O)Cc1csc(C)n1	17%	/	-5%
CCOCC(=O)Nc1cc(C(=O)OC)cc(C(=O)OC)c1	-3%	3%	3%
C=CCn1c(Oc2ccccc2)nc2c1c(=O)n(C)c(=O)n2C	-1%	4%	-1%
COC(=O)c1nc(N)sc1-c1ccc(OC)cc1	-2%	-3%	7%
Cc1cc(S(=O)(=O)NCc2ccccc2)ccc1OCC(=O)Nc1cccc([N+](=O)[O-])c1	-3%	-2%	?
COc1ccc(Br)c2oc(S)cc(=O)c12	-25%	5%	1%
Cc1cc(C(=O)NC(C)Cc2ccccc2)cc(C)c1[N+](=O)[O-] (stereo not given)	2%	2%	3%
COc1cc2ccccc2cc1C(=O)Nc1ccc(N2CCOCC2)cc1	-2%	3%	/
CCOC(=O)C1=C([Si](C)(C)C)c2ccccc2N(S(=O)(=O)C(F)(F)F)C1C(=O)OCC (stereo not given)	/	-7%	1%

One compound at a time, from the list above. Values in the order: FEN1 inhibitor, N370S GC, TDP1 inh
Shown for `C/C(=N\NC(=O)c1ccccn1)c1ccc(C(=O)O)s1` = /, 4%, 0%
Shown for `COc1cc2ccccc2cc1C(=O)Nc1ccc(N2CCOCC2)cc1` = -2%, 3%, /

(next part)
SMILES	FEN1 inhibitor	N370S GC	TDP1 inh
Cc1cc(C(=O)CCC(=O)N2CCN(S(=O)(=O)c3ccccc3)CC2)c(C)s1	2%	-5%	4%
Cc1cccnc1NC(=O)c1ccccc1-c1ccccc1C(=O)Nc1ncccc1C	2%	9%	8%
O=C(NNC(=S)NC(=O)c1ccco1)c1ccc(F)cc1	-15%	22%	/
COc1ccc(-n2ccc3ccccc32)cc1	-9%	-1%	/
CCn1c(SCC(=O)N2CCc3ccccc32)nc2c(c1=O)SC(C)C2 (stereo not given)	-11%	3%	5%
CSC1=NC(C)N2C(SC)=NC(C)N12 (stereo not given)	14%	-1%	5%
O=S(=O)(Nc1nccs1)c1cc(Cl)ccc1Cl	3%	-3%	5%
CSCCC(NC(=O)c1ccco1)C(=O)OCC(=O)Nc1ncc(Cl)c(C)c1Cl (stereo not given)	-3%	-5%	9%
O=C(NCC1CCN(Cc2cccc(Cl)c2)CC1)Nc1cc(Cl)ccc1Cl	1%	/	0%
CCCCn1c(-c2csc(CC)c2)n[nH]c1=S	-13%	8%	5%
COc1cc(NC(=O)c2cn(C3CCCC3)c(=O)c3c2c2ccccc2n3C)cc(OC)c1OC	2%	/	0%
O=C(NC1CC1)c1cc(-c2ccco2)nc2ccccc12	?	13%	4.5µM*

Next section
SMILES	FEN1 inhibitor	N370S GC	TDP1 inh
CSc1ccc(CN(C)CC(=O)Nc2ccc(C)cc2Br)cc1	-9%	6%	4%
Cc1ccc(C)c(N2CCN(C(=O)NCc3noc4ccc(C)cc34)CC2)c1	0%	/	3%
CCOc1ccc(S(=O)(=O)N2CCC(C(=O)Nc3cccc(NC(C)=O)c3)CC2)cc1	2%	-1%	9%
COC(=O)[C@@]12CCCCN1[C@H](c1ccc(-c3ccc(F)cc3)cc1)[C@H]1C(=O)N(C)C(=O)[C@H]12	-8%	/	3%
Cn1cnnc1SCC(=O)N/N=C/c1ccc(OCC(N)=O)cc1	7%	-3%	-1%
Cc1cc(C)c(OCC(=O)Nc2nnc(-c3ccco3)o2)c(C)c1	2%	5%	3%
CN(C)S(=O)(=O)c1cc(NC(=O)C2=COCCO2)ccc1Cl	-23%	/	1%
c1ccc2c(c1)ncn2-c1ccc(-c2ccnc3ncnn23)cc1	5%	5%	6%
O=C(O)/C(=C\c1ccc(-c2ccccc2[N+](=O)[O-])o1)c1ccccc1	-14%	1%	/
CCC(Oc1nc2ccccc2nc1-c1ccccc1NC(C)=O)C(=O)c1ccccc1 (stereo not given)	-13%	16%	3%
COc1ccc(-c2cn3c(n2)sc2cc(C(=O)Nc4ccc(C)c(Cl)c4)ccc23)cc1	4%	/	-1%
COc1ccc(NC(=O)CCNS(=O)(=O)c2cccc3nsnc23)cc1OC	3%&7%	2%	3%&-3%

Further entries.
SMILES	FEN1 inhibitor	N370S GC	TDP1 inh
O=C(CSc1nc2c(c(=O)[nH]1)CCCC2)Nc1ccccc1C(F)(F)F	-13%	/	6%
CCC(C)C(=O)N1CCCC(c2nc(-c3cccs3)no2)C1 (stereo not given)	-1%	-13%	2%
CN(C1CCCCC1)S(=O)(=O)c1ccc(C(=O)N2CCN(c3nc4ccccc4s3)CC2)cc1	16%	21%	0%
C=CCNC(=S)NNC(=O)c1ccc([N+](=O)[O-])cc1	5%	-1%	5%
Cc1ccc(OCCCC(=O)NCc2ccco2)cc1	0%	7%	-6%
C=C1CC2C=C(NC(C)=O)CC(C1)C2 (stereo not given)	-7%	7%	5%
Cc1ccccc1C(=O)Nc1ccccc1C(=O)NCC(C)C	17%	1%	-5%
CCOC(=O)C1CCN(C=Nc2cc(C)on2)CC1	-7%	1%	-4%
Cc1ccc(-c2cc(C(=O)N(C)CC(=O)Nc3ccccc3Br)c3ccccc3n2)o1	-18%	?	1%
O=C(CSc1nc2ccccc2c(=O)n1Cc1ccco1)Nc1cccc(O)c1	9%	?	/
CCc1ccccc1NC(=O)CNC(=O)c1cn(Cc2ccccc2)nc1-c1cccnc1	0%	/	1%
COCC(C)n1c(SCc2ccc(C(=O)OC)o2)nc2ccccc2c1=O (stereo not given)	-2%	17%	7%

(cont.)
SMILES	FEN1 inhibitor	N370S GC	TDP1 inh
Cc1c(Cl)cccc1Nc1nc2ccc(C(=O)c3ccccc3)cc2n2cnnc12	10%	/	-3%
O=C(COc1ccc(Cl)cc1Cl)NN1C(=O)C2C3C=CC(C3)C2C1=O (stereo not given)	1%	9%	/
COc1ccc(OC)c(N(CC(N)=O)S(=O)(=O)c2ccc(OC)c(OC)c2)c1	-1%	-2%	0%
Cc1nc(-c2ccccc2)sc1CCNC(=O)C(=O)Nc1ccc(F)c(Cl)c1	21%	/	-2%
NS(=O)(=O)c1ccc(CCNCc2cccs2)cc1	0%	1%	8%
O=C(COC(=O)CSCC(=O)N1CCCCC1)Nc1ccc(Cl)cc1	-9%	-3%[2.35 µM]	7%
Cc1cc(NC(=O)COC(=O)c2ccc(S(=O)(=O)N3CCCc4ccccc43)cc2)no1	-18%	-18%	0%
O=C(NCCCN1CCN(CCCNC(=O)c2cccc(Cl)c2)CC1)c1cccc(Cl)c1	3%	-16%	3%
Cc1cc(N2C(=O)C(O)=C(C(=O)c3cc4ccccc4o3)C2c2ccc(Br)cc2)no1 (stereo not given)	0%	-7%	6%
COc1cc(S(=O)(=O)N2CCN(Cc3ccccc3)CC2)ccc1Br	?	14%	0%
Cc1ccc(Cl)cc1NC(=O)NCCN1CCCCC1	2%	-4%	/
C/C(=N\NC(=O)Cc1ccc([N+](=O)[O-])cc1)c1cccnc1	1%	-4%	4%[56.1 µM]

(continued)
SMILES	FEN1 inhibitor	N370S GC	TDP1 inh
Cc1nn(C2CCS(=O)(=O)C2)c(Cl)c1/C=C/C(=O)OCC(=O)Nc1ccccc1[N+](=O)[O-] (stereo not given)	-4%	1%	5%
O=S(=O)([N-]c1nc2ccccc2nc1-[n+]1ccccc1)c1ccccc1	6%	4%	1%
CCOc1ccccc1NC(=O)CN1C(=O)COc2ccc(S(=O)(=O)NC3CCCC3)cc21	8%	/	4%
O=c1cc(-c2ccc(O)cc2)oc2c(O)c(O)c(O)c(O)c12	20µM*	-14%	/
CN(C(=O)c1ccc2c(=O)n3c(nc2c1)CCCCC3)c1cccc(Cl)c1	15%	-11%	0%
CCN1CCN(c2ncnc3c2cnn3-c2ccc(C)cc2C)CC1	-9%	7%	/
CC(C)(C)NC(=O)CN(C(=O)Cn1nnc(-c2ccc(Cl)cc2)n1)C1CCN(Cc2ccccc2)CC1	-15%	-13%	2%
CC(C)c1ccc(NC2CCCN(C(=O)CCN3CCOCC3)C2)cc1 (stereo not given)	-6%	-19%	9%
CC/C(=N\NC(=O)C1CC1)c1cccc(Cl)c1	16%	4%	5%
CN(Cc1ccco1)c1ncnc2ccc(-c3ccc4c(ccn4C)c3)cc12	-18%	-20%	3%
CC[C@]12c3[nH]c4ccc(Cl)cc4c3CCN1C(=O)[C@@H](CC(=O)NCc1ccc(OC)c(OC)c1)C[C@@H]2C(=O)N1CCN(C(=O)c2ccco2)CC1	-1%	/	1%[56.1 µM]
CCCCN(C(=S)Nc1cccc(SC)c1)C1CCN(C(C)=O)CC1	-1%	2%	5%

An excerpt from above, limited to TDP1 inh.
SMILES | TDP1 inh
CN(C(=O)c1ccc2c(=O)n3c(nc2c1)CCCCC3)c1cccc(Cl)c1 | 0%
CCCCN(C(=S)Nc1cccc(SC)c1)C1CCN(C(C)=O)CC1 | 5%
O=S(=O)([N-]c1nc2ccccc2nc1-[n+]1ccccc1)c1ccccc1 | 1%
